Screening results deposited in PubChem by several laboratories.
MazEF act – activators of E. coli MazEF toxin-antitoxin RNase, primary screen, biochemical, fluorescence, uHTS; Endoribonuclease toxin MazF (Escherichia coli (strain K12)), P0AE70; FAM/BHQ RNA-DNA oligo cleavage fluorescence, 5 h; activation, % at 20 µM; hit rate 0.32% among 350,000; AID 504720, 2011; in the data active = activation above about 50%
Target sequence (P0AE70 whole entry, looked up): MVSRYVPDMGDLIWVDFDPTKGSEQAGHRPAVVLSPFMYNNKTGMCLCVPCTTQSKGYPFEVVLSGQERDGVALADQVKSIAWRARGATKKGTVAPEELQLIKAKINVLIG
Mtb FBA inh – Mtb FBA enzyme inhibitors, primary screen, biochemical, fluorescence, strain H37Rv. hit rate 2.3% among 360,000. inhibition, % at 1 µM. purified M. tuberculosis FBA, fluorescence read-out. AID 588726, 2011; in the data active = inhibition above about 27%;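 also: 0% = vehicle and 100% = reference inhibitor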
Target sequence (P9WQA3 whole entry, looked up): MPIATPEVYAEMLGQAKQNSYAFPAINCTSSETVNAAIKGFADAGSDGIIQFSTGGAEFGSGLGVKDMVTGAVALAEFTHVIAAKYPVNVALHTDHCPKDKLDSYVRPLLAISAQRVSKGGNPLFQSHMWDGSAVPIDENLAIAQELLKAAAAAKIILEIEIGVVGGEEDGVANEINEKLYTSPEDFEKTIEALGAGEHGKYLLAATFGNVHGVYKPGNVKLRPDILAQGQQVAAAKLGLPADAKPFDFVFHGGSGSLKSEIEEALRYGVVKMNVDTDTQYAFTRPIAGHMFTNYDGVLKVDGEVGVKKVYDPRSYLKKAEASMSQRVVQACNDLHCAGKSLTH
SSB-PriA inh – inhibitors of Klebsiella pneumoniae PriA binding to SSB C-terminal tail, primary screen, biochemical, AlphaScreen; PriA–SSB C-terminal tail interaction (Klebsiella pneumoniae); AlphaScreen SSBct-PriA binding, biotinylated peptide; inhibition, % at 33 µM; hit rate 0.6% among 430,000; AID 1272365, 2023; in the data active = inhibition mostly above about 37%, no sharp cut-off; inactive = mostly below about 20%;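 also: plate controls were negative control peptide for no effect and reference peptide for full effect; strong numbers were not always called active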
Vc quorum ag – inducers of Vibrio cholerae quorum light production without autoinducers, primary screen, BH1578 luxS cqsA deficient, single point. V. cholerae BH1578 lux reporter, luminescence, 6 h. activation, % at 18.7 µM. hit rate 0.16% among 350,000; in the data active = activation mostly above about 9.7%, no sharp cut-off; also: not every result past the cut was called active; inactives centre near 0; reference of the scale not given here
GDH-TPI inh – GDH-TPI coupling enzyme inhibitors, primary screen, artefact control for M. tuberculosis FBA inhibitor project, biochemical, absorbance, full deck; GDH-TPI coupled enzyme counterscreen, NADH absorbance; inhibition, % at 4.8 µM; hit rate 1.2% among 360,000; AID 588335, 2011; in the data active = inhibition above about 30%;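 also: 0% = DMSO wells and 100% = wells lacking the enzyme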
3CLpro inhibitor – SARS-CoV 3CLpro protease inhibitors, primary screen, biochemical, quenched FRET. Replicase polyprotein 1ab (Severe acute respiratory syndrome coronavirus), P0C6X7. recombinant SARS-CoV 3CLpro, quenched FRET peptide cleavage. inhibition, % at 6 µM. hit rate 0.14% among 290,000. AID 1706, 2009; in the data active = inhibition above about 12%
BioA inh – M. tuberculosis BioA enzyme inhibitors, primary screen, biochemical, plate reader, single point, HTS. inhibition, % at 9.99 µM. hit rate 0.096% among 360,000. AID 602481, 2012. purified M. tuberculosis BioA enzyme. 7,8-diaminopelargonic acid synthase BioA (Mycobacterium tuberculosis); in the data active = inhibition above about 40%
DUSP3 inh – VHR1 phosphatase inhibitors, primary screen, biochemical, absorbance, uHTS; inhibition, % at 13.3 µM; recombinant VHR phosphatase, pNPP absorbance; hit rate 0.52% among 290,000; AID 1654, 2009; in the data active = inhibition above about 50%; also: some compounds called inactive have numbers as strong as hits
Target sequence (P51452 whole entry, looked up): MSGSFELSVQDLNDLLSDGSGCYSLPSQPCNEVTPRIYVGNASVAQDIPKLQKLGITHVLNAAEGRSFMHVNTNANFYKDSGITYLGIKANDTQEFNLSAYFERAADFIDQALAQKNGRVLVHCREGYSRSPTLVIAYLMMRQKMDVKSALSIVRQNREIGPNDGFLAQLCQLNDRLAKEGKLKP
Rv3671c protease – Rv3671c serine protease inhibitors, primary screen, biochemical, fluorescence polarization, M. tuberculosis H37Rv; P9WHR9; inhibition, % at 5.96 µM; hit rate 0.048% among 320,000; in the data active = inhibition above about 38%;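 also: extracellular domain of Rv3671c used as enzyme; 0% = enzyme with DMSO and 100% = no enzyme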
UGM FP inh – M. tuberculosis UGM enzyme inhibitors, primary screen, biochemical, fluorescence polarization, single point. UDP-galactopyranose mutase (Mycobacterium tuberculosis (strain ATCC 25618 / H37Rv)), …. hit rate 0.06% among 320,000. purified UGM, fluorescence polarization probe displacement. inhibition, % at 10 µM; in the data active = inhibition above about 10%, passing the limit was not always enough
Target sequence (P9WIQ1 whole entry, looked up): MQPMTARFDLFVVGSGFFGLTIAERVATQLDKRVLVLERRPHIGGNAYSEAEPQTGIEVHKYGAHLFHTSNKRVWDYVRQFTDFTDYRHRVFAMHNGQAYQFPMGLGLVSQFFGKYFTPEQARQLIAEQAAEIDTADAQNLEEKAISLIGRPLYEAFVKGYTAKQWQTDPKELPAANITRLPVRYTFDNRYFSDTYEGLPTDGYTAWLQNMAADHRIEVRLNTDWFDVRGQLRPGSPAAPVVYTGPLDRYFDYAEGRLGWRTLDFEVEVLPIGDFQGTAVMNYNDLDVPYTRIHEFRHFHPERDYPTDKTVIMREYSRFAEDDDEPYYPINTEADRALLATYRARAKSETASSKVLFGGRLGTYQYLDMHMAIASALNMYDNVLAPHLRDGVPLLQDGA
An asterisk follows results filed as active; i = inactive; . = not tested or not shown; + = active, no number; & = joins results of further samples.

SMILES	MazEF act	Mtb FBA inh	SSB-PriA inh	Vc quorum ag	GDH-TPI inh	3CLpro inhibitor	BioA inh	DUSP3 inh	Rv3671c protease	UGM FP inh
O=c1[nH]c(CSc2nnnn2-c2ccccc2)nc2ccccc12	-2	0	-24	-0.3	-3	1	.	36	-7	1.4
Cc1noc(C)c1NC(=O)Nc1ccc2c(c1)C(=O)N([C@H](C)CO)C[C@H](C)[C@H](CN(C)C)O2	4	-1	11	i	-16	.	-1.9&1.1	.	-3	2.7
O=C(O)c1ccc2c(c1)C(c1ccccc1)OC2=O (configuration not stated)	2	1	-17	i	1	-1	-1.9	15	1	-0.7
O=C(CSc1cn[nH]n1)Nc1cccc(C(=O)O)c1	-5	2	-9	-0.2	2	0	-0.3	7	-3	4.0
CC1(C)CC(=O)C=C(NCc2cccnc2)C1	5	-1	4	0.7	-2	-5	1.7	22	0	1.0
COC(=O)[C@H](Cc1ccccc1)N1C/C=C\COc2c(Cl)cc(Cl)cc2S1(=O)=O	-2	-1	-4	i	-19	.	-1.3	.	.	.
O=S(=O)(c1ccc(Cl)cc1)N1CCN(C(=S)NCC2CCCO2)CC1 (configuration not stated)	-1	-2	-11	-0.4	-10	-2	-1.9	-2	1	-3.7
CN(C)CCn1cnc2c(c1=N)C(c1ccccc1)c1ccc3ccccc3c1O2 (configuration not stated)	25	-1	0	1.4	3	-17	-0.1	.	-5	-0.4
COCCn1c(SCC(=O)NC(=O)NC(C)(C)C)nc2ccccc21	4	3	-21	-0.5	-5	2	1.3	10	3	0.0
CC1CN(CC(O)COC(c2ccccc2)c2ccccc2)CC(C)O1 (configuration not stated)	4	0	-14	i	-2	1	0.1	-13	1	0.6
CN1CC=C2C(C#N)=C(N)C(C#N)(C#N)C(CCc3ccccc3)C2C1 (configuration not stated)	20	39*	-5	-0.6	0	3	-6.6	6	-7	2.3
O=C(CNC(=O)c1ccccn1)N=Nc1c(O)[nH]c2ccccc12	22	3	-9	0.3	19	-7	.	12	6	1.1
CC(=O)Oc1ccc(/C=N/NS(=O)(=O)c2ccccc2)cc1	-3	0	.	-0.2	4	1	-0.7	6	-2	3.0
COc1cc([N+](=O)[O-])cc(/C=N/NC(=O)Cn2nc(C)cc2C)c1O	-4	-19	.	2.4	2	-2	.	-23	13	0.7
Cc1ccc(C)c2sc(NC(=O)c3ccc(N4CCCCC4)c([N+](=O)[O-])c3)nc12	6	0	7	i	4	4	-1.1	28	4	1.8
Cc1cccc(NC(=O)c2c(O)c3ccccc3n(C)c2=O)c1	10	-1	-10	70*	6	1	-2.2	43	-4	-0.2
CCn1c(C(C#N)/C(=N\S(=O)(=O)c2cccs2)c2ccccc2)nc2ccccc21 (configuration not stated)	3	0	.	0.9	23	11	-2.9	-4	-4	1.3
O=C(COC(=O)CC1CC2CCC1C2)NCc1ccc(Cl)cc1 (configuration not stated)	1	-1	1	-7.6	-1	.	0.0	.	-4	-2.1
CCSc1nnc(-c2cccnc2)n1-c1ccc(Cl)c(C)c1	-4	1	4	-0.2	2	-3	0.7	-16	0	0.6
Cc1nc(NC(=O)c2c(-c3ccccc3Cl)noc2C)sc1C	-10	5	-3	0.1	11	0	0.0	4	-2	1.6
O=C(N/N=C/c1ccco1)c1cc(-c2cccc(Br)c2)nc2ccccc12	2	-1	.	-0.2	41*	1	0.3	-11	-3	-3.2
Cc1ccc(C(c2nnnn2C(C)(C)C)N2CCC(C)CC2)cc1 (configuration not stated)	-2	2	-13	-0.4	4	0	3.8	16	-1	-1.6
Cc1ccc(NC(=O)COC(=O)c2ccco2)cc1S(=O)(=O)N1CCOCC1	3	6	-6	0.4	-3	.	-1.1	.	-4	-0.5
Nc1nnn(CC(=O)N/N=C/c2ccccc2Cl)n1	10	-4	i	-1.6	-10	2	0.6	-12	-3	-0.6
Cc1nn(-c2ccccc2)c(Cl)c1C(=O)NNC(=O)c1ccccc1O	9	4	-3	i	18	.	-1.7	.	15	0.6
CCOC(=O)c1c(C)[nH]c2cc(Br)c(OC)cc12	3	0	-14	-0.4	3	-1	-0.6	-5	-5	1.8
COCCNC(=O)Cn1nc(C)c2ccccc2c1=O	-5	2	-5	-1.3	-2	6	1.2	7	-1	-0.1
CCN(CC)C(=O)c1sc2nc(-c3ccc(OC)cc3)cn2c1C	-4	0	-11	-0.3	8	-2	.	25	1	0.2
O=S(=O)(Nc1ccc(S(=O)(=O)N2CCCCCC2)cc1)c1cccs1	3	2	5	i	6	5	2.0	4	-6	-0.8
CC1CCCCC12NC(=O)N(CC(=O)OCc1c(F)cccc1Cl)C2=O (configuration not stated)	8	-4	-8	i	4	.	-1.3	.	-5	2.4
Cc1oc2c(C)c3oc(=O)c(CC(=O)N[C@@H](CC(C)C)C(=O)N[C@@H](Cc4ccccc4)C(=O)O)c(C)c3cc2c1C	-10	14	-19	-0.6	11	3	-1.9	1	-3	4.9
C[C@@H]1CN([C@@H](C)CO)C(=O)CCCn2nncc2CO[C@@H]1CN(C)C(=O)Nc1cccc2ccccc12	2	18	.	-2.4	8	.	1.0&-0.8	.	.	.
COCCCNC(=O)CSC1=Nc2ccccc2C2=NC(CC(=O)NCc3ccccc3)C(=O)N12 (configuration not stated)	2	7	-5	.	17	-3	0.2	-1	-1	0.1
c1ccc(-c2c[nH]c(-c3ccccc3)c2)cc1	9	11	-1	-1.9	1	.	.	.	.	.
COc1ccc(CCNC(=O)CC2COc3ccccc3O2)cc1OC (configuration not stated)	3	-12	-9	i	-8	-1	-1.4	14	9	-0.9
CC(C)(C)NC(=O)N1CCN(S(=O)(=O)c2ccc3c(c2)CCC3)CC1	6	0	-3	0.5	9	.	-0.7	.	9	-2.1
COc1ccc(S(=O)(=O)N(CC(=O)NCc2ccco2)c2ccccc2)cc1	-1	2	-9	3.8	-7	1	1.3	-4	-2	-1.6
Cc1cccc(NC(=O)CSCC(=O)N(C)Cc2c(F)cccc2Cl)c1	0	-1	-1	-5.3	-6	.	.	.	-1	1.7
Cc1nc2cc(NC(=O)c3ccc([N+](=O)[O-])s3)ccc2s1	5	-2	-3	0.5	10	-1	3.1	14	-11	4.5
COc1ccc(C(=O)Nn2c(SCC(=O)N3CCC(C)CC3)nc3ccccc3c2=O)cc1	10	1	0	-1.4	10	-2	-0.8	29	-1	-1.3
O=C(CNC(=O)c1ccccc1)NC1(C(=O)NC2CCCCC2)CCCCC1	7	2	-3	-1.3	1	-4	1.6	-6	10	-0.5
COc1ccc(S(=O)(=O)NCc2ccccn2)c(Cl)c1Cl	11	9	-9	0.0	-1	-4	0.3	-10	2	-0.5
O=C(CCC(=O)N1CCOCC1)NCCc1ccccc1	3	0	1	i	-1	.	1.8	.	-3	-1.6
CS(=O)(=O)N(CC(=O)NCc1ccncc1)C1CCCCC1	1	-2	-1	-0.5	3	0	.	27	2	-0.5
Cc1ccc(S(=O)(=O)Nc2cc(Cl)c(O)cc2C)cc1	-1	0	-16	1.0	-6	1	0.6	29	-1	0.4
Cn1c(SCC(=O)Nc2ccc(N3CCOCC3)cc2)nnc1C(F)(F)F	2	-3	-19	-1.3	2	.	7.4	.	4	2.7
Cc1cc(O)c(NC(=O)c2cccc([N+](=O)[O-])c2)cc1C	-6	-1	-5	i	5	4	-1.1	11	5	-1.4
COCCNC(=O)c1csc(Nc2cccc3ccccc23)n1	3	6	8	-0.6	26	-3	-0.2	1	-8	1.8
CCC(=O)Oc1ccc2c(c1)OC1(OC(C)=O)OC(C)CC1=C2C (configuration not stated)	-1	+	-6	-0.4	21	0	-1.8	-1	11	-2.4
NC(=S)Cc1ccccc1Cl	3	2	2	-0.7	4	3	.	2	2	1.4
CC(C)N1C(=S)SC(C)(C)C1n1oc(=O)n(-c2cccc(Cl)c2)c1=O (configuration not stated)	3	0	-2	i	-7	-5	0.8	3	-1	2.5
COc1cc(/C=N/NC(=O)c2ccc3nc[nH]c3c2)cc(OC)c1OC	4	.	i	.	.	-1	.	22	0	-3.6
CCOC(=O)N1CCC(N2C(=O)c3ccccc3C2Nc2ccc(S(=O)(=O)N3CCCCC3)cc2)CC1 (configuration not stated)	.	.	.	.	.	-6	.	29	3	1.3
CC(=O)Nc1cccc(-c2ccnc3c2CC(C)(C(=O)Nc2cccnc2)O3)c1 (configuration not stated)	.	-1	.	-0.3	4	.	11	.	.	.
CCOc1ncccc1C(=O)N1CCN(c2cccc(C)c2C)CC1	-7	4	-7	-0.1	4	2	.	12	.	.
CCOC(=O)C1CCN(CC(=O)N2C(C)CCCC2C)CC1 (configuration not stated)	-1	0	-18	i	7	-3	-2.3	4	0	5.9
COc1cc(C(=O)N2CCN(CCCc3ccccc3)CC2)cc(OC)c1OC	-1	4	-3	i	-4	.	0.7	.	-5	-1.9
O=C(C1=C[C@@H](c2coc3ccccc3c2=O)C[C@@H](OCCCCO)O1)N1CCN(Cc2ccc3c(c2)OCO3)CC1	-2	-1	11	i	3	2	0.3	-6	-3	1.6
CCCCC(=O)NC(Nc1cc(C)ccn1)(C(=O)OCC)C(F)(F)F (configuration not stated)	0	2	.	i	-5	-2	.	19	6	-3.6
CC1=NN(C(=O)c2ccccc2F)C(O)(c2ccc(Cl)cc2)C1 (configuration not stated)	9	1	-8	2.4	0	3	0.1	16	5	-0.1

Some of these compounds in order of molecular weight, ascending:
SMILES	MazEF act	Mtb FBA inh	SSB-PriA inh	Vc quorum ag	GDH-TPI inh	3CLpro inhibitor	BioA inh	DUSP3 inh	Rv3671c protease	UGM FP inh
NC(=S)Cc1ccccc1Cl	3	2	2	-0.7	4	3	.	2	2	1.4
CCOC(=O)C1CCN(CC(=O)N2C(C)CCCC2C)CC1 (configuration not stated)	-1	0	-18	i	7	-3	-2.3	4	0	5.9
COc1ccc(S(=O)(=O)NCc2ccccn2)c(Cl)c1Cl	11	9	-9	0.0	-1	-4	0.3	-10	2	-0.5
COc1cc(/C=N/NC(=O)c2ccc3nc[nH]c3c2)cc(OC)c1OC	4	.	i	.	.	-1	.	22	0	-3.6
O=C(CNC(=O)c1ccccc1)NC1(C(=O)NC2CCCCC2)CCCCC1	7	2	-3	-1.3	1	-4	1.6	-6	10	-0.5

Later entries
SMILES	MazEF act	Mtb FBA inh	SSB-PriA inh	Vc quorum ag	GDH-TPI inh	3CLpro inhibitor	BioA inh	DUSP3 inh	Rv3671c protease	UGM FP inh
O=C(CSc1nnc(-c2cccnc2)n1C1CCCCC1)NC1CCCCC1	8	1	-12	i	7	-2	-1.9	12	0	0.9
Cc1ccc(NC(=O)CSc2nccn2Cc2ccco2)c(C)c1	8	1	6	-0.6	4	6	0.5	19	4	-0.8
CCc1ccc(NC(=O)C2CCCN(S(=O)(=O)c3ccc4c(c3)CCCN4C(C)=O)C2)cc1 (configuration not stated)	-3	0	1	-1.7	-1	0	-1.3	-6	-3	-0.5
O=C(NCC1CCCO1)C1CCN(C(=O)c2ccc(Br)cc2)CC1 (configuration not stated)	0	0	3	i	8	4	-0.1	-9	-7	-0.1

Only part of the results is shown, so the mix of outcomes need not match the whole.
